Assay outcomes from PubChem.
tim10-1 inh: growth inhibitors of tim10-1 mutant yeast; S. cerevisiae tim10-1 ts strain growth, BacTiter-Glo, 24 h; inhibition, % at 20 µM; 330,000 compounds, 2.2% hits;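 active = inhibition of at least 40%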;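 note: mutant grown at 25 °C; 0% = DMSO wells with yeast and 100% = wells holding no yeast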
Mdm2-MdmX inh: disrupts the human Mdm2-MdmX interaction; SaOS-2 split-luciferase Mdm2/MdmX complementation, luminescence; inhibition, % at 8 µM; 330,000 compounds, 3% hits; O15151+Q00987;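 active = inhibition of at least 50% at 8 µM in the primary screen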
Target sequence (O15151 whole entry, looked up): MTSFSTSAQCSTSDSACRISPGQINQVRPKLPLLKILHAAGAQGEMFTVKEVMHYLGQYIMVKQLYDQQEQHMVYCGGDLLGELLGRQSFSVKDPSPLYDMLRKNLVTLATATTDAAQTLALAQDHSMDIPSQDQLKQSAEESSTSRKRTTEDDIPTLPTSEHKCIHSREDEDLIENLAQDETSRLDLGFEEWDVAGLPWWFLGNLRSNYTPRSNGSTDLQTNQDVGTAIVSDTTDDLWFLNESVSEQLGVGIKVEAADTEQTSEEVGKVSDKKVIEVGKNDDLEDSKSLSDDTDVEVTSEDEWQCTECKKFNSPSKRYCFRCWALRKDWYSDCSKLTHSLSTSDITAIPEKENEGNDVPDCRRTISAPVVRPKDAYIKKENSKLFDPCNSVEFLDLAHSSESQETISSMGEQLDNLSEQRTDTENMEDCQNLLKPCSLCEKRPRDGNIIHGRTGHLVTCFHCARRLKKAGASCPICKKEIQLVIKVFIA
Target sequence (Q00987 whole entry, looked up): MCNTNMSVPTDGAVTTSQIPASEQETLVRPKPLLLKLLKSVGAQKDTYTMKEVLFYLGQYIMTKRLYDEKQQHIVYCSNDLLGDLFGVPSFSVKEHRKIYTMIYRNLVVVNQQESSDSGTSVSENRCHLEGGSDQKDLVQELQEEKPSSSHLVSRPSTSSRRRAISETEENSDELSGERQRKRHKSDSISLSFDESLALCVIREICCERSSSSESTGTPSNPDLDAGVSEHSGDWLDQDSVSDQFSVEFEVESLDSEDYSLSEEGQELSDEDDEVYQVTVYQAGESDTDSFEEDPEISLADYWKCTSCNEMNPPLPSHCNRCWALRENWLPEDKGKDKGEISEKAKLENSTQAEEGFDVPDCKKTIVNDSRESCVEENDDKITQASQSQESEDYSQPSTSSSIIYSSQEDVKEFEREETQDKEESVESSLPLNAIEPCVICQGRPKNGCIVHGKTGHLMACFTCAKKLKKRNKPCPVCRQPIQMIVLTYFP
CXCR6 block: blocks human CXCR6 beta-arrestin recruitment; 360,000 compounds, 0.36% hits; inhibition, % at 20 µM; AID 602244; CHO-K1 PathHunter CXCR6 beta-arrestin, luminescence; in the data active = inhibition above about 34%, passing the limit was not always enough;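 note: antagonist mode with CXCL16 agonist at 10 nM final; 0% = 10 nM CXCL16 with DMSO and 100% = unstimulated wells without agonist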
TIM10 inh: growth inhibitors of TIM10 yeast strain; 330,000 compounds, 1.4% hits; S. cerevisiae TIM10 strain growth, BacTiter-Glo luminescence, 24 h; inhibition, % at 10 µM;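 active = inhibition of 40% or more at the single tested concentration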;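 note: wild-type TIM10 isogenic control strain grown at permissive 25 °C; 0% = DMSO yeast wells and 100% = minimal medium wells without yeast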
CHOP UPR activ: apoptotic UPR (CHOP) activation. CHO-CHOP luciferase reporter, luminescence; percent of tunicamycin response over DMSO baseline. activation, % at 10 µM. AID 449763. 330,000 compounds, 0.34% hits;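 active = at 10 µM dose, activation of 40% or more, normalized to positive control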;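 note: 100% = tunicamycin at 10 µg/mL and 0% = DMSO alone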
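Assay system: CHO-CHOP cells, stable luciferase reporter of PERK-eIF2a-CHOP signalling / Buffer or medium: F12 plus 10% serum / Compound dosing: one dose, 10 µM in 0.5% DMSO / Times: 6 h compound treatment, 37 °C / Technique: luciferase luminescence / Read-out: % reporter activation, DMSO baseline versus tunicamycin full activation / Benchmarks: tunicamycin and DMSO controls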
tim23-1 inh: tim23-1 yeast growth inhibition. S. cerevisiae tim23-1 growth, BacTiter-Glo luminescence, 24 h. inhibition, % at 20 µM. 330,000 compounds, 1.3% hits. AID 463212;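 active = growth inhibition of the mutant yeast at or above 50%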;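 note: temperature-sensitive mutant grown at 25 °C; plate controls were DMSO-treated mutant yeast for no effect and medium wells lacking yeast for full effect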
APJ antag: antagonists of human APJ apelin receptor; P35414; CHO-K1 APJ beta-arrestin complementation, luminescence; inhibition, % at 20 µM; 330,000 compounds, 0.32% hits; AID 2521;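 active = inhibition above about 40% at 20 µM, limit read from the data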;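 note: cells challenged with 10 nM apelin-13 agonist together with compound; plate controls were apelin-13 plus DMSO wells for no effect and DMSO wells lacking apelin-13 for full effect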
APJ ag: agonists of human APJ apelin receptor; P35414; CHO-K1 APJ PathHunter beta-arrestin, luminescence; 0% DMSO wells, 100% apelin; activation, % at 20 µM; 330,000 compounds, 0.11% hits; AID 2520;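 active = activation more than six SD over the plate average, tested at 20 µM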;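 note: 0% = DMSO alone and 100% = apelin-13 at 10 nM; some results filed as inactive read as strong as hits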
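Incubation: overnight seeding, 90 min compound at 25 °C, 1 h detection; test system: PathHunter CHO-K1 APJ (AGTRL-1) beta-arrestin reporter cells; amount: 1000 cells/well; doses: one dose, 20 µM compound, 1% DMSO; measured by: beta-gal luminescence; measure: agonist-driven arrestin binding to APJ; benchmarks: negative DMSO alone, positive Apelin-13 at 10 nM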
UPR XBP1 act: activators of adaptive arm of unfolded protein response (XBP1); 330,000 compounds, 0.33% hits; activation, % at 20 µM; AID 463104; CHO-XBP1 luciferase reporter, IRE1-XBP1 UPR activation, luminescence; percent of tunicamycin response, DMSO as zero;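 active = versus positive control, 20 µM dose yields 30% or more activation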;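 note: 100% = tunicamycin at 10 µg/mL and 0% = DMSO only wells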
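Signal: luciferase luminescence; Assay system: CHO-XBP1 luciferase reporter cells; Amount: one thousand reporter cells per well; Dosing: 20 µM single concentration, DMSO 1%; Benchmarks: high control tunicamycin 10 µg/mL final, low control DMSO vehicle only; Schedule: 6 h compound exposure at 37 °C, 5% CO2; Evaluation: percent activation relative to tunicamycin reference.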
* hit, by the source's call. These rows are one share of the data. The share of hits here may be higher or lower than overall.

`CCOc1nc(NC(=O)NS(=O)(=O)c2cccc(Cl)c2)nc(-c2ccccc2)n1` gave tim10-1 inh 16.5, Mdm2-MdmX inh 4.0, CXCR6 block -0.7, TIM10 inh 1.0, CHOP UPR activ 2.4, tim23-1 inh 5.1, APJ antag -9.8, APJ ag -4.4 and UPR XBP1 act 1.6.
`O=C(Nc1ccc2c(c1)C(=O)OC2)c1ccc(Cl)cc1` gave tim10-1 inh -10.1, Mdm2-MdmX inh 0.3, CXCR6 block -4.7, TIM10 inh -0.7, CHOP UPR activ 2.5, tim23-1 inh -3.6, APJ antag 7.5, APJ ag -3.2 and UPR XBP1 act -0.6.
For CCCCNC(=O)Nc1ccccc1CC the results were tim10-1 inh 4.0, Mdm2-MdmX inh 11.2, CXCR6 block 3.7, TIM10 inh 10.3, CHOP UPR activ -0.5, tim23-1 inh 14.3, APJ antag -10.1, APJ ag -4.9 and UPR XBP1 act 1.1.
`CC(C)Cn1c(N)cc(=O)n(C)c1=O` gave tim10-1 inh 5.6, Mdm2-MdmX inh 16.4, CXCR6 block -4.3, TIM10 inh -4.4, CHOP UPR activ -2.5, tim23-1 inh -12.0, APJ antag -15.1, APJ ag -2.2 and UPR XBP1 act -1.8.
Screening CSc1ccccc1OCc1cc(C(=O)NC(C)CCn2cccn2)no1 (configuration not stated) returned tim10-1 inh -3.5, Mdm2-MdmX inh 15.0, CXCR6 block 3.7, TIM10 inh 0.7, CHOP UPR activ 2.5, tim23-1 inh 14.8, APJ antag -45.1, APJ ag 0.7 and UPR XBP1 act -4.5.
Screening CCOC(=O)N1CCN(C(=O)C2CCC(CNS(=O)(=O)c3ccc(Cl)cc3)CC2)CC1 (configuration not stated) returned tim10-1 inh 12.5, Mdm2-MdmX inh -1.0, CXCR6 block 6.9, TIM10 inh 5.2, CHOP UPR activ -0.8, tim23-1 inh 9.1, APJ antag -8.1, APJ ag -0.5 and UPR XBP1 act -0.1.
`CCOC(=O)N1CCC(=NNC(=O)COc2cccc(C)c2)CC1` gave tim10-1 inh 6.8, Mdm2-MdmX inh 27.1, CXCR6 block -1.9, TIM10 inh -11.6, CHOP UPR activ -2.4, tim23-1 inh 0.0, APJ antag -6.6, APJ ag -1.9 and UPR XBP1 act -2.8.
CCOC(=O)C1C(=O)C=C(c2ccc(OC)cc2)CC1c1ccco1 (configuration not stated) was read as tim10-1 inh 21.4, Mdm2-MdmX inh 3.9, CXCR6 block 7.2, TIM10 inh -14.7, CHOP UPR activ -1.2, tim23-1 inh 29.3, APJ antag 11.4, APJ ag -3.8 and UPR XBP1 act -3.5.
Screening CC1CC(C)(C)NC(=S)N1CCCC(=O)Nc1ccc(Cl)cc1 (configuration not stated) returned tim10-1 inh 26.5, Mdm2-MdmX inh -9.0, CXCR6 block -1.0, TIM10 inh 12.9, CHOP UPR activ -1.8, tim23-1 inh -11.2, APJ antag 12.6, APJ ag -3.8 and UPR XBP1 act 1.7.
For COCCN1CCN(c2cc(-c3ccccc3)nc3cc(-c4cccc(F)c4)nn23)CC1 the results were tim10-1 inh 24.7, Mdm2-MdmX inh 51.0*, CXCR6 block -17.4, TIM10 inh 29.2, CHOP UPR activ 5.5, tim23-1 inh 26.9, APJ antag -14.9, APJ ag 17.0 and UPR XBP1 act -0.3.
CC(=O)Nc1ccc(C(=O)NCC(=O)OCc2c(F)cccc2Cl)cc1 was read as tim10-1 inh 5.9, Mdm2-MdmX inh 10.4, CXCR6 block -19.3, TIM10 inh 10.2, CHOP UPR activ 1.2, tim23-1 inh 6.3, APJ antag 16.1, APJ ag -1.6 and UPR XBP1 act 0.2.
Screening CSc1ccccc1C(=O)C1CCCN(Cc2cnn(-c3ccccc3)c2)C1 (configuration not stated) returned tim10-1 inh 9.0, Mdm2-MdmX inh 4.5, CXCR6 block -1.6, TIM10 inh 14.5, CHOP UPR activ 0.2, tim23-1 inh 14.4, APJ antag 4.7, APJ ag -3.5 and UPR XBP1 act -0.8.
`COc1cccc(C2=NOC(C(=O)NCc3ccco3)C2)c1` (configuration not stated) gave tim10-1 inh 7.4, Mdm2-MdmX inh 25.9, CXCR6 block -5.9, TIM10 inh -19.8, CHOP UPR activ 1.0, tim23-1 inh -1.4, APJ antag -7.7, APJ ag -6.1 and UPR XBP1 act 1.8.
`Cc1ccc(C(=O)NCC(=O)Nc2ccc3c(c2)OCCO3)cc1` gave tim10-1 inh -12.9, Mdm2-MdmX inh -25.7, CXCR6 block -6.5, TIM10 inh -12.8, CHOP UPR activ 4.0, tim23-1 inh 3.8, APJ antag 4.6, APJ ag -0.4 and UPR XBP1 act -1.5.
For CCn1c(SCC(=O)c2ccc(O)c(O)c2)nnc1-c1ccc(C)cc1 the results were tim10-1 inh 11.1, Mdm2-MdmX inh -9.4, CXCR6 block -2.1, TIM10 inh 8.4, CHOP UPR activ 1.8, tim23-1 inh -17.4, APJ antag -6.4, APJ ag 0.2 and UPR XBP1 act 1.4.
Screening O=C(CN1CCN(c2ccccc2)CC1)Nc1ccc2c(c1)OCCO2 returned tim10-1 inh 0.0, Mdm2-MdmX inh -8.2, CXCR6 block -0.8, TIM10 inh -10.3, CHOP UPR activ -1.7, tim23-1 inh 23.9, APJ antag 10.8, APJ ag -1.3 and UPR XBP1 act -0.5.
O=C(CCN1C(=O)/C(=C/c2ccccc2)SC1=S)N1CCCCCC1 was read as tim10-1 inh 43.6*, Mdm2-MdmX inh 95.1*, CXCR6 block -15.1, TIM10 inh 32.8, CHOP UPR activ 10.1, tim23-1 inh 49.9, APJ antag -24.1, APJ ag 1.3 and UPR XBP1 act 0.2.
`C=CCn1c(SCn2nnc3ccccc3c2=O)nnc1-c1ccc(Br)cc1` gave tim10-1 inh -4.3, Mdm2-MdmX inh -4.3, CXCR6 block -2.8, TIM10 inh -14.9, CHOP UPR activ 0.0, tim23-1 inh 18.4, APJ antag 18.6, APJ ag -1.9 and UPR XBP1 act -1.2.
`C=CCNC(=O)c1ccc([N+](=O)[O-])c(Cl)c1` gave tim10-1 inh 5.3, Mdm2-MdmX inh 18.9, CXCR6 block -5.6, TIM10 inh -29.7, CHOP UPR activ -0.2, tim23-1 inh -3.5, APJ antag 3.6, APJ ag -2.1 and UPR XBP1 act -3.3.
Screening CC1(C)Cc2nc3sc4c(N(CCO)CCO)nnnc4c3cc2CO1 returned tim10-1 inh 21.2, Mdm2-MdmX inh 2.1, CXCR6 block 4.4, TIM10 inh -19.6, CHOP UPR activ 0.2, tim23-1 inh -12.1, APJ antag -7.3, APJ ag -2.2 and UPR XBP1 act 3.6.
`COc1ccc(NC(=O)NCCc2c[nH]c3ccccc23)c(OC)c1` gave tim10-1 inh -4.6, Mdm2-MdmX inh 20.2, CXCR6 block -1.1, TIM10 inh 5.0, CHOP UPR activ -0.2, tim23-1 inh 11.8, APJ antag 7.5, APJ ag -3.4 and UPR XBP1 act -2.8.
`O=C(NC1CCN(C(=S)NCc2ccco2)CC1)c1ccc(F)cc1` gave tim10-1 inh 4.3, Mdm2-MdmX inh 17.1, CXCR6 block -1.3, TIM10 inh 3.0, CHOP UPR activ 0.3, tim23-1 inh -4.8, APJ antag 22.5, APJ ag -1.9 and UPR XBP1 act -2.2.
Cn1c(N2CCN(C(=O)Nc3ccc(C(F)(F)F)cc3)CC2)nc2ccccc21 was read as tim10-1 inh 23.7, Mdm2-MdmX inh 19.3, CXCR6 block -0.2, TIM10 inh 16.8, CHOP UPR activ 0.6, tim23-1 inh 8.0, APJ antag -30.8, APJ ag 0.6 and UPR XBP1 act -1.1.
`O=c1c2cn(Cc3ccccc3)c3ccccc3c-2nn1Cc1ccc(F)cc1Cl` gave tim10-1 inh -29.6, Mdm2-MdmX inh -10.8, CXCR6 block -3.2, TIM10 inh 3.6, CHOP UPR activ 4.1, tim23-1 inh 6.4, APJ antag 12.4, APJ ag -2.1 and UPR XBP1 act -3.6.
`COC(=O)c1c(S(C)(=O)=O)nc(-c2ccccc2)[nH]c1=O` gave tim10-1 inh -12.0, Mdm2-MdmX inh 13.7, CXCR6 block 8.8, TIM10 inh -0.5, CHOP UPR activ 1.3, tim23-1 inh 5.7, APJ antag -5.1, APJ ag -2.8 and UPR XBP1 act -1.5.
`Cc1ccccc1OCC(O)Cn1c(N2CCN(c3ccccc3)CC2)nc2c1c(=O)[nH]c(=O)n2C` (configuration not stated) gave tim10-1 inh 4.2, Mdm2-MdmX inh -3.7, CXCR6 block 7.0, TIM10 inh 11.2, CHOP UPR activ 1.0, tim23-1 inh 5.0, APJ antag -18.7, APJ ag 0.6 and UPR XBP1 act 2.9.
Screening O=C(CNC(=O)c1ccc2ccccc2c1)OCC(=O)N1CCN(S(=O)(=O)c2ccc3ccccc3c2)CC1 returned tim10-1 inh 13.5, Mdm2-MdmX inh -8.1, CXCR6 block -19.6, TIM10 inh 19.1, CHOP UPR activ 2.0, tim23-1 inh 13.1, APJ antag -12.2, APJ ag -1.0 and UPR XBP1 act -2.0.
Screening CCOC(=O)c1nn2c(C(F)(F)F)cc(-c3ccc(OC)cc3)nc2c1Br returned tim10-1 inh 0.5, Mdm2-MdmX inh 34.1, CXCR6 block -6.5, TIM10 inh -0.3, CHOP UPR activ -0.3, tim23-1 inh 11.3, APJ antag -20.0, APJ ag 4.5 and UPR XBP1 act 3.7.
CC(C)CNC(=S)NNC(=O)c1csc2ccccc12 was read as tim10-1 inh 24.0, Mdm2-MdmX inh -8.6, CXCR6 block 4.2, TIM10 inh 2.0, CHOP UPR activ 2.1, tim23-1 inh 7.6, APJ antag 21.6, APJ ag -6.2 and UPR XBP1 act 0.4.
`O=C(Nc1cccc(-c2ccc3nncn3n2)c1)C(F)(F)F` gave tim10-1 inh -12.3, Mdm2-MdmX inh -1.4, CXCR6 block -4.3, TIM10 inh 3.8, CHOP UPR activ -1.0, tim23-1 inh -7.0, APJ antag 2.4, APJ ag -0.8 and UPR XBP1 act -4.8.
COc1ccc(CN2CCNC(=O)C2CC(=O)NC2CCCCCC2)c(F)c1 (configuration not stated) was read as tim10-1 inh 36.9, Mdm2-MdmX inh 4.6, CXCR6 block -1.0, TIM10 inh 20.5, CHOP UPR activ 2.7, tim23-1 inh 24.5, APJ antag 9.5, APJ ag -5.3 and UPR XBP1 act -2.6.
Screening CCOC(=O)N1CCN(C(=O)c2cn(CC)c3ccc(S(=O)(=O)N4CCCC4)cc3c2=O)CC1 returned tim10-1 inh 4.0, Mdm2-MdmX inh 17.7, CXCR6 block -6.7, TIM10 inh 0.0, CHOP UPR activ 0.5, tim23-1 inh -1.6, APJ antag 14.1, APJ ag -4.3 and UPR XBP1 act -0.6.
